Vif-APOBEC3G blk: blocks the Vif interaction with human APOBEC3G | Q9HC16 | HeLa A3G-eYFP + Vif (tagged APOBEC3G with the HIV-1 protein that degrades it), YFP fluorescence, overnight | Potency, µM (top dose mostly 46.1 µM), for the others: top-dose activity, negative = active, most hits filed as inhibitors | 410,000 compounds, 0.076% hits | AID 602310;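 note: potency is the fitted concentration of half-maximal effect; % is set by controls: 0 for no effect and ±100 for the full control effect; nearly all actives have a fitted effect of over 60% in size; hits raise eYFP signal because A3G escapes Vif-driven loss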
Target sequence (Q9HC16 whole entry, looked up): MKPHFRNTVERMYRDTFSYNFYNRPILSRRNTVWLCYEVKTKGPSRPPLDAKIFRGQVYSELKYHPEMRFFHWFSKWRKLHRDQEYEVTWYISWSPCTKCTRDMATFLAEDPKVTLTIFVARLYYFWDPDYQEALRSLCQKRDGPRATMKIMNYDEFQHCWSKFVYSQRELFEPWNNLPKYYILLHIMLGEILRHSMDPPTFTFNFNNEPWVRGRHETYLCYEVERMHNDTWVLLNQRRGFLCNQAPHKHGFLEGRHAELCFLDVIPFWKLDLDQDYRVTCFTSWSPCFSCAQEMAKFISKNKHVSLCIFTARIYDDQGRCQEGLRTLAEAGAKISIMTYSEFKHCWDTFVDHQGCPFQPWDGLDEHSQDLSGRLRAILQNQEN
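Read-out is eYFP fluorescence (Ex 488/Em 500-530) from Vif-expressing HeLa A3G-eYFP cells; more signal means A3G escaped Vif-mediated degradation. Cells plated overnight, compound pinned in, incubated overnight at 37 deg C.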
GRP78 ERSR act: induces the endoplasmic reticulum stress response in human glioma cells; U87-MG GRP78 promoter luciferase reporter, 16 h; Potency, µM, for the others: top-dose activation, usual class: activators; 420,000 compounds, 0.02% hits; note: potency is the fitted concentration of half-maximal effect; series mostly up to about 76 µM; % of control where 0% means no effect; nearly all actives have a fitted effect of over 35% in size
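Stably transfected U87-MG human glioma cells carrying a GRP78-based luminescent sensor were seeded at 1000 cells/well, pin-dosed with compounds and incubated 16 h. Luciferase reagent was then added, and end-point luminescence was read after 10 min at room temperature.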
ALOX12 inh: inhibitors of human 12S-lipoxygenase ALOX12; purified 12hLO, xylenol orange hydroperoxide absorbance; Potency, µM (series often up to 108 µM), without a hit: top-dose activity change, negative = inhibition, usual class: inhibitors; 580,000 compounds, 1.1% hits; note: potency is the fitted concentration of half-maximal effect; % is set by controls: 0 for no effect and ±100 for the full control effect
Target sequence (P18054 whole entry, looked up): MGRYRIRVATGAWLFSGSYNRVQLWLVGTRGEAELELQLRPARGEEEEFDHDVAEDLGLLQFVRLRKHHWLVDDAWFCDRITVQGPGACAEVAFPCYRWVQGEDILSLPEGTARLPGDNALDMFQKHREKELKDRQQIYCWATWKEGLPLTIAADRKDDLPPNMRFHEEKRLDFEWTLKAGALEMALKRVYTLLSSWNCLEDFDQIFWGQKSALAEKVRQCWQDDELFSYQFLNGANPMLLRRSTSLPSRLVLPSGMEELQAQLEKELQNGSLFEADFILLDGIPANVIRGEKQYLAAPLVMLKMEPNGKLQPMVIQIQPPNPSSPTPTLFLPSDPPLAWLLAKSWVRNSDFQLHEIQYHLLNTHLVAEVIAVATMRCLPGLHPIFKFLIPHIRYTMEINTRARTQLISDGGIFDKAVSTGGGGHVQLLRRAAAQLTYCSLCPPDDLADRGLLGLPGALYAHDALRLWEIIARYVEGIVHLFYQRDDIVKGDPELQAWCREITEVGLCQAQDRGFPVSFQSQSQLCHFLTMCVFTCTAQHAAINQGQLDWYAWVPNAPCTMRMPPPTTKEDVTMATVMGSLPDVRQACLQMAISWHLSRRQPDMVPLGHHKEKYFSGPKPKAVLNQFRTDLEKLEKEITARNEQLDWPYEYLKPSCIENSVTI
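Purified human 12hLO at 150 nM in 25 mM Hepes, 0.01% Triton X-100, pH 7.0, preincubated 15 min at room temperature with compound. Reaction started with 40 uM arachidonic acid, 30 min at room temperature. Hydroperoxide measured by Fe-xylenol orange, 573/405 nm absorbance ratio.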
LDHA inh: blocks human lactate dehydrogenase A; 480,000 compounds, 0.15% hits; AID 1347041; P00338; activity change, % (values are at about 110 or 230 µM); purified LDHA, NADH/diaphorase-resazurin fluorescence; stronger effect = lower value; in the data active = activity change below about -30%; inconclusive = mostly about -25% to -30%;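 note: plate controls were DMSO wells for no effect and wells without enzyme for full effect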
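Human LDH5 (2 nM) was incubated with 0.06 mM NADH and 0.2 mM pyruvate for 5 min at room temperature in Tris pH 7.4. Remaining NADH was coupled through diaphorase/resazurin, and resorufin fluorescence was read at 0 and 20 min.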
RGS4 inhibitor: human RGS4 inhibition; Potency, µM (doses to about 114 µM), inactives show top-dose activity change, negative = inhibition, actives largely listed as inhibitors; Transcreener GDP fluorescence polarization, RGS4-accelerated GTP hydrolysis; P49798; 390,000 compounds, 0.039% hits; note: potency is the fitted concentration of half-maximal effect; % is set by controls: 0 for no effect and ±100 for the full control effect; nearly all actives have a fitted effect of over 75% in size; some results filed as inactive show a strong effect at the top dose
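MLSMR compounds (23 nl, pin-transferred) preincubated 10 min at room temperature with a 500nM (2x) first reagent, then RGS4 at 900nM (2x) plus Transcreener GDP mix added; fluorescence polarization (620/688 nm) read before and after 90 min at 30 °C.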
D2 antag: antagonizes the human D2 dopamine receptor. P14416. HEK293 TREx D2 cells, calcium flux, dopamine EC80. inhibition, % at 10 µM. 340,000 compounds, 2% hits. AID 485344; in the data active = inhibition above about 30%; note: 0% is about no effect
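Tetracycline-induced HEK293 T-REx cells expressing D2 force-coupled to calcium signalling were dye-loaded, exposed to compound for 180 s, then challenged with an EC80 of dopamine; calcium flux was followed kinetically for a further 180 s.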
D2 agonist: agonists of human D2 dopamine receptor; P14416; HEK293 T-REx D2 cells, calcium flux agonist mode; activation, % at 2 µM; AID 485358; 340,000 compounds, 0.53% hits;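 active = activation over 3 SD above normal in the single-dose calcium agonist read, cut at about 30% in these data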; note: 0% is about no effect
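Agonism is scored from calcium flux in a force-coupled, inducible HEK293 cell line expressing D2, read kinetically for 180 s after compound addition against dopamine controls.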
Vif-A3F inh: inhibitors of Vif-A3F interaction; HeLa A3F-eYFP + Vif (tagged APOBEC3F with the HIV-1 protein that degrades it), YFP fluorescence increase; Potency, µM (top dose mostly 46.1 µM), without a hit: at the top dose activity, negative = active; 390,000 compounds, 0.2% hits; AID 602313; note: potency is the fitted concentration of half-maximal effect; % of control where 0% means no effect; nearly all actives have a fitted effect of over 65% in size
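HeLa cells stably expressing Vif plus C-terminally eYFP-tagged A3F were seeded, incubated overnight at 37 deg C, dosed with compound, incubated overnight again at 37 deg C. Yellow fluorescence (Ex 488/Em 500-530) reported blocked Vif-mediated A3F-eYFP degradation.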
ERG Ets-DNA blk: inhibitors of human ERG Ets domain-DNA interaction. P11308. fluorescence polarization, His-ERG Ets domain / labelled DNA. Potency, µM (highest dose often 76.9 µM), for the others: top-dose FP activity, negative = inhibition, hits mostly inhibitors. 370,000 compounds, 0.028% hits; active = well fitted inhibition curve with a large enough effect in the polarisation, with a control signal flat; inconclusive = small, poorly fitted or top-dose-only effect, or effect the other way, or a change in a side signal; inactive = no such curve, though single readings can be large or run the other way; the % refers to the polarisation;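 note: polarization taken with two DNA probes labelled with fluorescein and Texas red; potency is the fitted concentration of half-maximal effect; % of control where 0% means no effect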
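His-tagged ERG Ets domain (1 uM in the protein solution; 300mM KCl, 50mM Tris-HCl, 1mM EDTA, 1mM DTT, pH 7.5) received compound, then a probe mix of 5 nM fluorescein-DNA and 100nM Texas-615-DNA. Fluorescence polarization was read for both dyes.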
Numbers without * were called inactive; i = inactive; u = inconclusive; x = no result given; [ ] = another dose, or the depositor's remark. Unless noted, calls come from the whole dose curve; as a rule, active = well fitted curve in the direction sought with a large enough effect; inconclusive = small, poorly fitted or top-dose-only effect, or another doubt; inactive = no such curve, though single readings can be large; an effect the other way counts as inactive or inconclusive.

Values run as follows: Vif-APOBEC3G blk	GRP78 ERSR act	ALOX12 inh	LDHA inh	RGS4 inhibitor	D2 antag	D2 agonist	Vif-A3F inh	ERG Ets-DNA blk
#1 CC(C)CC(=O)NC(NCC1CCCO1)C(Cl)(Cl)Cl (configuration not stated)
 : -1%	-5%	32%	-2	-24%	4	0.3	-6%	9%
#2 CC(C)CNC(=O)c1cccc(NC(=O)c2ccc(NC(=O)c3ccco3)cc2)c1
 : -15%	1%	u	-6	1%	-6	0.3	-8%	x
#3 COc1cc(OC)c(OC)cc1/C=N/n1c(-c2n[nH]c3c2CCC3)n[nH]c1=S
 : -2%	-2%	-5%	-6	-28%	-4	1.1	16%	1%
#4 CCN(CC)CCNC(=S)Nc1ccc2nc(N3CCN(C)CC3)cc(C)c2c1
 : 1%	-1%	u	0	5%[56.9 µM]	-3	-0.1	-12%	-9%
#5 Cn1ccc2c(-c3ccc4[nH]ccc4c3)cc3c(c21)C1CCC3O1 (configuration not stated)
 : -29%	1%	-37%	-5	x	x	x	x	x
#6 Cc1cccc(-c2n[nH]c(=S)n2Cc2ccccc2)c1
 : 5%	-1%	u	-3	-51%	5	0.3	-15%	-8%
#7 CN(C)S(=O)(=O)c1ccc(C(=O)NCc2ccco2)cc1
 : -1%	-2%	-10%	-1	-12%	1	0.9	1%	2%
#8 CCCc1cc(=O)oc2cc(OCC(=O)NCCCN3CCOCC3)ccc12
 : 6%	-5%	20%	-7	-35%	-9	0.4	-1%	-10%
#9 COc1ccc(CCC(=O)Nc2ccc(Br)cn2)cc1
 : -22%	-2%	-24%	-3	6%	-15	0.1	-7%	-8%
#10 Cc1ccsc1CN1CCc2nc(N3CCN(c4ccccc4F)CC3)ncc2C1
 : 2%	-3%	4%	1	5%	x	1.2	1%	-12%
#11 Cc1cccc(NC(=O)CCCCCN2C(=O)[C@@H]3Cc4ccccc4CN3C2=O)c1
 : 5%	1%	9%	-4	-32%	11	0.0	5%	-13%
#12 CS(=O)(=O)N(Cc1ccccc1)c1ccc(C(=O)N2CCOCC2)cc1
 : 1%	-4%	-25%	-6	9%	-5	0.4	-4%	3%
#13 CC(=O)NC1CCN(CC(=O)Nc2cccc([N+](=O)[O-])c2)CC1
 : 1%	-1%	0%	-1	13%	-17	2.5	3%	1%
#14 COc1ccc(Cl)cc1NC(=O)CN(C)C(=O)c1ccc(-n2nc(C)cc2C)cc1
 : -5%	-7%	17%	-3	3%	12	-0.2	0%	3%
#15 CCOc1ccc(CN(C)C(=O)c2ccc3c(c2)NC(=O)C(C)S3)cc1OC (configuration not stated)
 : 2%	-2%	-10%	-1	17%	-8	0.7	-4%	3%
#16 Brc1cccc(-c2nnco2)c1
 : -3%	0%	0%	-8	19%	12	-1.2	-7%	-1%
#17 CC(C)CN(C(=O)c1ccc2c(c1)OCCO2)c1c(N)n(Cc2ccccc2)c(=O)[nH]c1=O
 : 4%	-2%	-7%	-4	-2%	19	0.8	1%	14%
#18 N#CC1=C(N)N(c2ncn[nH]2)C2=C(C(=O)CCC2)C1c1ccccc1 (configuration not stated)
 : 0%	0%	13%	-4	-5%	4	2.5	6%	8%
#19 CCOC(=O)N(C)OC(=O)Nc1ccc(Cl)c(Cl)c1
 : 0%	0%	u	-12	u	-4	1.0	1%	x
#20 CC(C)C(=O)Nc1oc(-c2ccccc2)cc1C#N
 : -4%	0%	1%	-13	-4%	-1	0.7	8%	0%
#21 Cn1cc(S(=O)(=O)N2CCOCC2)cc1C(=O)Nc1ccc(Cl)c(C(F)(F)F)c1
 : -5%	-1%	-24%	-8	-11%	x	0.6	-1%	-6%
#22 COc1ccc(CCN2C(=O)c3[nH]nc(-c4ccccc4O)c3C2c2cccc(Cl)c2)cc1 (configuration not stated)
 : u	0%	475%[activator]	-1	22%	-12	-0.5	0%	16%
#23 Cc1ccc(-n2nc3c(N4CCC(C(=O)NC(C)c5ccccc5)CC4)nnc(C)c3c2C)cc1 (configuration not stated)
 : u	0%	u	2	-22%	x	-0.2	u	-4%
#24 CS(=O)(=O)Nc1ccc(C(=O)NC2CCCC2)cc1
 : -4%	0%	0%	-10	3%	-10	-0.4	3%	-2%
#25 CCSc1nsc(NC(=O)Nc2ccc(F)cc2F)n1
 : 4%	4%	x	1	-16%	9	-0.3	-12%	3%
#26 S=C(NCCCN1CCOCC1)NCCCN1CCOCC1
 : -1%	-1%	-28%	-9	u	9	0.1	-3%	0%
#27 COC(=O)C1(Cc2ccccc2)NC(c2ccccc2C)C2C(=O)N(c3ccc4c(c3)OCO4)C(=O)C21 (configuration not stated)
 : 0%	-2%	-25%	-10	-2%	8	2.5	-8%	1%
#28 CN(C)S(=O)(=O)c1ccc(NC(=O)COC(=O)C2CC3CCCC(C2)C3=O)cc1 (configuration not stated)
 : 0%	-2%	0%	0	-1%	-7	-1.7	2%	8%
#29 NC(=O)Cc1ccc2sc(-c3ccccc3)nc2c1
 : -2%	-8%	-11%	-1	-7%	9	-1.4	1%	6%
#30 COC(=O)CCN1CCc2cc(N=Nc3ccc([N+](=O)[O-])cc3)ccc21
 : 3%	1%	i	-4	8%	x	0.1	8%	1%
#31 O=C(Nc1ccc(Oc2ccccc2)cc1)c1ccc2nc([C@@H]3O[C@H](CO)[C@H](O)[C@H](O)[C@H]3O)[nH]c2c1
 : -3%	-2%	u	-13	x	x	x	x	x
#32 COc1cccc(C(=O)Nc2ccc3c(c2)C(=O)NC3=O)c1
 : -5%	1%	-7%	-6	-28%	9	-1.3	1%	-1%
#33 Cc1cccnc1Nc1nc(-c2ccc(O)c(O)c2)cs1
 : u	u	2.8µM*	7	-48%	-26	0.1	-7%	-3%
#34 CCOc1ccccc1C(=O)OCC(=O)NCc1ccc2c(c1)OCO2
 : -4%	2%	-22%	-7	12%	x	x	0%	-7%
#35 CC(C)(C)c1nc[nH]c(=O)c1Br
 : 0%	-4%	8%	3	26%	-6	0.0	4%	5%
#36 CC1CCC/C(=C\Nc2ccc3c(c2)OCO3)C1=O (configuration not stated)
 : -4%	2%	u	10	u	-1	0.5	0%	9%
#37 COc1ccc(N=C2SC(C(=O)Nc3ccc(OC)cc3)CC(=O)N2CCN2CCOCC2)cc1 (configuration not stated)
 : -1%	0%	u	1	-22%	-11	-0.2	1%	-5%
#38 NC(=O)N/N=C/c1ccccc1OC(=O)c1cc2ccccc2oc1=O
 : 1%	-11%	0%	-7	15%	7	0.0	-2%	-4%
#39 Cc1ccc(C(C)C)c(OCCCn2c(=O)oc3ccc(C)cc32)c1
 : 3%	-3%	10%	4	0%	x	0.8	-1%	0%
#40 O=C(CN(C(=O)CNS(=O)(=O)c1ccccc1)C1CCCC1)NCc1ccco1
 : 0%	-8%	11%	-5	-31%[11.4 µM]	-9	-0.1	-7%	-4%
#41 CCNc1oc(-c2ccccc2F)nc1S(=O)(=O)c1ccccc1
 : 0%	-3%	x	-12	20%	1	-0.1	-9%	-12%
#42 CCN(Cc1ccccc1)c1ccc(/C=N/NC(=O)c2cccc(S(=O)(=O)N3CCOCC3)c2)cc1
 : 0%	-3%	2%	-1	-3%	-2	1.0	-8%	0%
#43 O=C(O)c1ccc(C=NNC(=O)c2ccccc2NS(=O)(=O)c2cccs2)cc1
 : 5%	-5%	6%	-2	-1%	x	x	6%	4%
#44 COc1cc([C@H]2OC[C@H]3[C@@H]2CO[C@H]3c2ccc(O)c(OC)c2)ccc1O
 : 0%	-5%	-1%	6	-3%	x	x	-9%	-11%
#45 Cc1ccc(C)c(S(=O)(=O)N/N=C/c2ccc(N(C)C)cc2)c1
 : -5%	-4%	u	-1	-17%	9	-0.6	1%	-2%
#46 C=CCc1c(C)nc2c(-c3ccccc3)cnn2c1N1CCOCC1
 : -1%	u	-12%	-6	-8%	-10	0.3	u	2%
#47 CC(C)=CCN1CCN(Cc2ccc(Sc3nncn3C)o2)CC1CCO (configuration not stated)
 : 0%	-5%	-8%	-9	21%	-9	0.1	5%	4%
#48 COc1ccc(CCNC(=O)c2ccc(Cn3c(SCC(=O)NCCC(C)C)nc4cc5c(cc4c3=O)OCO5)cc2)cc1OC
 : 5%	-1%	u	-12	-1%	x	0.6	7%	4%
#49 COCCCN1C(=O)c2ccc(C(=O)Nc3cccc(OC)c3)cc2C1=O
 : 0%	2%	-14%	-8	13%[11.4 µM]	13	0.5	3%	0%
#50 CCS(=O)(=O)N1CCN(c2ccc(Cl)cc2[N+](=O)[O-])CC1
 : 0%	0%	1%	-2	-10%	4	0.0	4%	-2%
#51 CC1(C)Cc2nc3sc4c(SCC(=O)NC(c5ccccc5)c5ccccc5)ncnc4c3cc2CO1
 : 0%	9%	-11%	-5	8%	-17	-0.5	-2%	-8%
#52 Cc1cc(C(=O)COC(=O)c2ccncc2)c(C)n1CCc1ccc(F)cc1
 : 2%	0%	-20%	-8	-29%	-25	0.2	13%	6%
#53 OCCC1CN(Cc2ccccc2O)CCN1CCCc1ccccc1 (configuration not stated)
 : -5%	-3%	0%	-3	13%	28	0.5	-3%	8%
#54 Cc1cnc2c3c(cc(Cl)c2c1)-c1ccccc1S(=O)(=O)N3
 : u	-10%	x	14	-51%	x	x	x	x
#55 CCCn1c(N)c(C(=O)CSc2nc(C)cs2)c(=O)n(C)c1=O
 : 0%	-1%	-2%	-6	0%	11	0.0	2%	9%

Assay outcomes (PubChem BioAssay)

This is a subset. The share of hits here may be higher or lower than overall.
